High-throughput results from PubChem.
FUS suppressor – suppressors of FUS proteinopathy in yeast; S. cerevisiae FUS-expressing, growth rescue, OD600, 24 h; hit rate 0.24% among 390,000; Potency, µM (doses to about 76.6 µM), inactives show top-dose growth rescue (activation), most hits filed as activators;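 also: potency is read from the fitted curve at half-maximal effect; plate controls were DMSO vehicle for no effect and reference control for full effect; nearly all actives have a fitted effect of over 55% in size; some results filed as inactive show a strong effect at the top dose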
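Read-out: OD at 600 nm after 24hr at 30C, reporting rescue of FUS-induced yeast toxicity. Cells at OD 0.005 in galactose (2%) minimal medium; compounds tested in a dilution series; CP55940 titration from 92uM final as control.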
DRD3 antagonist – D3 dopamine receptor (human) antagonism; max response, negative = inhibition, %; AID 652054; hit rate 2.5% among 360,000; D3R cells, DiscoveRx beta-arrestin luminescence, antagonist mode; hits give low values; P35462; in the data active = max response below about -50%; inconclusive = no clear call, values can overlap the other calls; also: % is scaled to controls: 0 for no effect and ±100 for the full control effect; mostly tested at two doses, the higher about 12 µM
Target sequence (P35462 whole entry, looked up): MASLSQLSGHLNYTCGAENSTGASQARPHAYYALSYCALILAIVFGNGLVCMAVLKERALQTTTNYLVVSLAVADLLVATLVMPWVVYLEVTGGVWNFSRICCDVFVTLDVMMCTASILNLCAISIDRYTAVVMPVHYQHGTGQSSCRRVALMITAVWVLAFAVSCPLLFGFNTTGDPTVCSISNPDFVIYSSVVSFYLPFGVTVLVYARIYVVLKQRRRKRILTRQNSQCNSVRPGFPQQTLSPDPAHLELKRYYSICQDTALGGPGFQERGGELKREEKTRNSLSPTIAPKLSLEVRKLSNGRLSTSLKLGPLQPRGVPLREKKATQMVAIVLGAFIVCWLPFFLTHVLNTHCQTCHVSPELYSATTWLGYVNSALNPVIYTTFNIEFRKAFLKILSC
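Cells expressing the human receptor were seeded at 1500 cells/well, incubated overnight at 37 degrees C in 5% CO2, then exposed to library compounds with dopamine controls for 90 minutes at 37 degrees C before luminescent detection.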
pAkt inh – Akt phosphorylation inhibition; activity change, % for hits at 50 µM; Neuro2A IGF-stimulated pAkt S473 HTRF, 20 min; hits give low values; hit rate 0.32% among 360,000; in the data active = activity change below about -80%; inconclusive = mostly about -51% to -80%; also: % is scaled to controls: 0 for no effect and ±100 for the full control effect
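Single-point screen (50 µM final compound) in Neuro2A cells stimulated 20 min with 6 nM IGF at 37 deg C. After lysis, Ser473-phosphorylated Akt read by HTRF (ex 330 nm, em 615/665 nm) as the 665/615 ratio.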
Abeta rescue – restores growth of yeast expressing A-beta42 peptide. yeast expressing A-beta42, growth rescue, OD600, 48 h; response scale: 0% DMSO, 100% iron-clioquinol control. hit rate 0.063% among 410,000. Potency, µM (titrated, usually from 46.1 µM), inactives show at the top dose growth rescue, most hits filed as activators; also: potency is read from the fitted curve at half-maximal effect; nearly all actives have a fitted effect of over 55% in size
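Yeast A-beta toxicity model in growth medium with pinned compounds, 48 h at 30 C; growth read as absorbance at 600 nm. Normalized to FeCl3/clioquinol equimolar mix (positive) and DMSO (negative).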
PTHR1 agonist – PTHR1 (human) receptor agonism. Q03431. HEK293 GP2 PTHR1 cells, GloSensor cAMP luminescence, 1 h. Potency, µM (doses to about 115 µM), for inactives: at the top dose activation, hits mostly activators. hit rate 0.075% among 410,000. AID 743266; also: potency is read from the fitted curve at half-maximal effect; nearly all actives have a fitted effect of over 55% in size; some results filed as inactive show a strong effect at the top dose; inactives centre near -15; many of its hits are not listed in these tables
Target sequence (Q03431 whole entry, looked up): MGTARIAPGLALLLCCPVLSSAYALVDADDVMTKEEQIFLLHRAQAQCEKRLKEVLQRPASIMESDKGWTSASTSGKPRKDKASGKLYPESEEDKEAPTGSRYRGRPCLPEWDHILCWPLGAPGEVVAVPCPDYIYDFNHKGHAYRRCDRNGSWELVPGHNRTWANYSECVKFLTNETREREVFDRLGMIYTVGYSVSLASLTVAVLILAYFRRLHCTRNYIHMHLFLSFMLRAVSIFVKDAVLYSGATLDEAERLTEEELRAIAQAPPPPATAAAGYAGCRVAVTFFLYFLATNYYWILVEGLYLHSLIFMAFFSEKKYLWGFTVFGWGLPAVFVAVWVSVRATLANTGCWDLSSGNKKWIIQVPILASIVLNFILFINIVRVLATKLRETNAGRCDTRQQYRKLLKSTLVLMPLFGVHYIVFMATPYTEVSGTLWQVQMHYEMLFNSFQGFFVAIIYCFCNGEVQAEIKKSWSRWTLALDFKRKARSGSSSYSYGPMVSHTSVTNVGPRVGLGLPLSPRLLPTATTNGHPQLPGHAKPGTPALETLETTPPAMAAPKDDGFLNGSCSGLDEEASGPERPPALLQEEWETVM
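HEK-293-derived GP2 cells expressing PTHR1 and a GloSensor cAMP reporter, 3,000/well, plated overnight, given luciferin plus IBMX (each 0.5 mM as added) for 1 h at 37 °C, then compound for 1 h at 37 °C. Luminescence was read after 15 min at room temperature.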
TDP43 rescue – rescues yeast growth from TDP-43 toxicity. TDP-43 expressing yeast growth rescue, BacTiter-Glo, 24 h. Potency, µM (highest dose often 46.1 µM), for the others: at the top dose growth rescue (activation), most hits filed as activators. hit rate 1.8% among 410,000; also: potency is read from the fitted curve at half-maximal effect; % of control where 0% means no effect; nearly all actives have a fitted effect of over 50% in size
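Cell-based yeast growth screen: TDP-43 expression induced in galactose, inoculum OD600=0.02 after raffinose pregrowth to mid-log. Read-out BacTiter-Glo luminescence at 24 hr, 30 deg C; inhibition of toxicity seen as signal increase.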
GLP1R inv ag – acts as inverse agonist at human GLP-1 receptor; P43220; Potency, µM (top dose mostly 38.3 µM), for the others: at the top dose activity change, negative = inhibition, actives largely listed as inhibitors; hit rate 1.6% among 410,000; HEK293 GLP-1R CRE-luciferase, luminescence, 24 h; GLP-1R form is constitutively active; also: potency is read from the fitted curve at half-maximal effect; % is scaled to controls: 0 for no effect and ±100 for the full control effect; nearly all actives have a fitted effect of over 55% in size
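Assay principle: reduced luminescence from a cAMP-responsive reporter in HEK293 cells co-expressing a constitutively active GLP-1R. Conditions: 24 hr compound incubation, 37 deg C, 5% CO2.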
GLP1R ag – activates the human GLP-1 receptor; P43220; HEK293 GLP-1R CRE-luciferase, luminescence, 4-6 h; cells express a hypersensitive GLP-1R form; Potency, µM (top dose mostly 45.6 µM), for the others: top-dose activation, most hits filed as activators; hit rate 0.007% among 380,000; also: potency is read from the fitted curve at half-maximal effect; % of control where 0% means no effect
aSyn yeast inh – inhibitors of alpha-synuclein toxicity in yeast. Yeast expressing alpha-synuclein, growth rescue, BacTiter-Glo, 24 h. hit rate 0.14% among 370,000. AID 652106. Potency, µM (highest dose often 46.1 µM), for the others: at the highest dose growth rescue (activation), hits mostly activators; also: potency is read from the fitted curve at half-maximal effect; % of control where 0% means no effect; nearly all actives have a fitted effect of over 65% in size
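Rescue of yeast growth: cells expressing toxic alpha-synuclein, induced in galactose at OD600 0.02, incubated with compound 24 h at 30 C. ATP luminescence quantified growth; inhibitors of toxicity appear as activators.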
* marks the source's active call; other numbers are inactive results; i = inactive; ? = inconclusive; / = not tested or not shown; [ ] = dose if it differs, or a comment. Unless noted, calls follow the shape of the dose curve; as a rule, active = well fitted curve in the direction sought with a large enough effect; inconclusive = small, poorly fitted or top-dose-only effect, or another doubt; inactive = no such curve, though single readings can be large; an effect the other way counts as inactive or inconclusive. An excerpt; the hit share may differ from the screen's.

Every second line gives: GLP1R inv ag | aSyn yeast inh | TDP43 rescue | Abeta rescue | pAkt inh | FUS suppressor | GLP1R ag | PTHR1 agonist | DRD3 antagonist
1	CCOC(=O)c1c(Nc2ccc(C)c(C)c2)nnc(-c2ccccc2)c1-c1ccccc1
    ? | 11% | 19% | 8% | / | 16% | 1% | -20% | /
2	O=C(CCNC(=O)c1ccc(Cl)cc1)NCC(c1ccco1)N1CCCC1 (configuration not stated)
    -11% | 1% | 16% | -8% | i | 5% | 9% | i | 0
3	COc1ccc(/C=C/C(=O)NC(=S)Nc2ccc(C(=O)O)cc2)cc1
    13% | 13% | 20% | 6% | i | / | -1% | -26% | -1
4	Cc1csc(NC(=O)Cc2c[nH]c3ccccc23)n1
    7% | 21% | 14% | 27% | i | -26% | 2% | -25%[57.5 µM] | 2
5	CCOc1ccc(NC(=O)Cn2nnc(C(=O)OC)c2C(=O)OC)cc1
    3% | / | 4% | -10% | / | 5% | / | 1% | /
6	COc1ccccc1S(=O)(=O)CC(O)COc1ccccc1Cl (configuration not stated)
    3% | 2% | -11% | -16% | i | 11% | -7% | -22% | 0
7	Cc1ccc(N(C)S(=O)(=O)c2c(C)[nH]c(C)c2C(=O)N2CCCC2)cc1
    -33% | 1% | -6% | 16% | i | -10% | -2% | i | -1
8	CCN1C(=O)c2ccccc2S(=O)c2ccc(C(=O)NCc3ccc(C)cc3)cc21 (configuration not stated)
    -4% | / | 20% | -7% | / | 37% | 0% | -8% | /
9	COc1ccc(NC(=O)C2(C)CCN2Cc2ccc(OC(C)C)cc2)cc1OC (configuration not stated)
    19% | 13% | 22% | -2% | i | -18% | 25% | -28% | 14
10	COC(=O)c1sccc1S(=O)(=O)N(CC(=O)Nc1ccccc1)c1ccccc1
    -20% | / | 13% | 8% | / | 1% | 1% | i | /
11	C=CCNC(=O)c1ccc2c3n(nc2c1)-c1ccc(C)cc1CO3
    -21% | 0% | -16% | -23% | i | -11% | 16% | i | -11
12	CCOc1ccc(CCNC(=O)C2=C(C)C(=O)OC23CCCCC3)cc1
    -22% | / | 20% | 4% | / | -13% | / | i | /
13	COCCN1C(=O)c2ccccc2C(C(=O)NCC2CCCO2)C1c1c[nH]c2ccccc12 (configuration not stated)
    11% | -1% | 0% | -5% | i | -7% | -4% | 0%[57.5 µM] | 21
14	Cc1ccc(-c2nnc(OCc3cccnc3)c3ccccc23)cc1
    ? | 5% | 21% | -24% | i | 4% | 15% | -48%[inhibitor] | 1
15	CCN(CC(=O)NCc1ccc(Cl)cc1)C(=O)/C=C/c1ccc(Cl)c([N+](=O)[O-])c1
    ? | -2% | 13% | -9% | i | / | 4% | -26% | -28
16	Cc1cc(CNC(=S)Nc2ccc(Br)cc2Cl)nn1C
    -17% | -7% | 25% | -4% | i | -27% | 3% | 3% | -4
17	O=c1[nH]nc(-c2ccc(OCc3ccc(Cl)cc3Cl)cc2)o1
    5% | 4% | 9% | 12% | i | -22% | -1% | -3% | 6
18	O=C(NCC1(O)CCCCC1)C1CCC(=O)N(Cc2ccccc2F)C1 (configuration not stated)
    5% | 2% | 23% | 13% | i | / | -6% | -16% | 6
19	COc1ccccc1CNC(=O)c1cnc(N(C)C)nc1
    7% | / | ? | 3% | / | -6% | / | -20% | /
20	CCN1C(=O)CSC1=Nc1ccc(C(=O)OC)cc1
    11% | 0% | ? | 1% | i | -49%[inhibitor] | -7% | i | -12
21	NS(=O)(=O)c1ccc(S(=O)(=O)N2CCN(C3CCCC3)CC2)cc1
    10% | 2% | -3% | -11% | i | -26% | 16% | i | 3
22	CC(C)c1ccc(N2C(=O)CC(NNC(=O)c3cccnc3)C2=O)cc1 (configuration not stated)
    -30% | 2% | -34% | -13% | i | 21% | -3% | -13% | 6
23	CCOC(=O)CN1C(=O)/C(=C/c2c(F)cccc2Cl)Oc2ccccc21
    ? | -30%[inhibitor] | -19% | -16% | i | -15% | ? | i | 2
24	COc1ccc(N(C(=O)CNC(=O)c2cccs2)C(C(=O)NCC2CCCO2)c2ccc(OC)c(OC)c2)cc1 (configuration not stated)
    3% | -1% | -26% | 3% | i | 21% | 4% | i | -14
25	CCOC(=O)c1ccc(CN(Cc2ccc(F)cc2)S(=O)(=O)c2cc(C(=O)Nc3ccccc3CC)ccc2F)cc1
    -27% | / | -7% | 12% | / | 16% | / | -5% | /
26	COc1cccc(-c2cc(C(=O)Nc3c(C)nn(Cc4ccccc4Cl)c3C)no2)c1
    ? | / | ? | ? | / | 37% | / | -8% | /
27	COc1ccc(NC(=O)CN(C)C(=O)Cc2ccsc2)cc1
    10% | 0% | 2% | 15% | i | 5% | 1% | i | -4
28	CCOc1ccc(OCC)c(NC(=O)CN(c2ccc(OC)cc2)S(=O)(=O)c2c(C)noc2C)c1
    ? | 2% | 14% | 2% | i | ? | -2% | i | 1
29	Cc1ccccc1-c1n[nH]c(=S)n1/N=C/c1ccc(-c2ccccc2Br)o1
    ? | 0% | 14% | ? | i | -31% | 2% | -10% | -17
30	COc1ccc(CCNC(=O)CS(=O)(=O)c2cn(CC(=O)N3CCOCC3)c3ccccc23)cc1OC
    5% | -1% | -7% | 2% | i | 27% | -6% | 3% | -19

Next results.
Every second line gives: GLP1R inv ag | aSyn yeast inh | TDP43 rescue | Abeta rescue | pAkt inh | FUS suppressor | GLP1R ag | PTHR1 agonist | DRD3 antagonist
31	CCCNC(=O)C1(C)CCCN(C(=O)c2ccc(C)c(F)c2)C1 (configuration not stated)
    21% | -2% | -15% | -13% | i | -12% | -2% | 8% | 7
32	CNC(=O)N(O)C1N(/N=C/c2ccc(C)cc2)C(=S)SC1(C)C (configuration not stated)
    -17% | -9% | -4% | -15% | i | -19% | 2% | -10% | -6
33	Cc1cc(C(=O)Nc2ccc(N3CCOCC3)c(Cl)c2)c(C)o1
    -24% | 11% | 4% | -6% | i | 25% | 1% | -36%[inhibitor] | 10
34	Cc1ccc(C(=O)NCC(=O)OCC(=O)c2ccc(Cl)s2)cc1
    5% | 5% | 13% | 29% | i | -8% | -6% | -6% | 1
35	O=C(Nc1ccc(N2CCCCC2)c(S(=O)(=O)Nc2ccccc2Cl)c1)c1cccnc1
    ? | -4% | 22% | -23% | i | / | -1% | -29% | -4
36	CN(C)S(=O)(=O)c1ccc(C(=O)Nc2cc(=O)n(C)c(=O)n2C)cc1
    23% | -1% | 24% | 9% | i | / | 1% | i | 1
37	COc1cccc(/C=C(/C(=O)OCC(=O)NCC2CCCO2)c2ccccc2)c1 (configuration not stated)
    ? | 7% | -10%[9.22 µM] | 12% | i | 18% | 14% | -17% | 14
38	Fc1cccc(-c2oncc2-c2nnnn2-c2ccc(Cl)cc2)c1
    0% | 14% | 11µM* | -19% | i | 32% | -9% | 8%[57.5 µM] | -24
39	CCCOc1cccc(C(=O)Nc2ccc(CN3CCOCC3)cc2)c1
    ? | -4% | -21% | -17% | i | -21% | -4% | -47%[inhibitor] | -11
40	O=c1cc(-c2ccccc2)nc(/C=C/c2ccccc2)[nH]1
    28% | 3% | -2% | 0% | i | 6% | 9% | i | -1
41	COc1cccc(-c2nnc(SCc3nc4ccccc4s3)n2C)c1
    -12% | -22% | 24% | -6% | i | -10% | 20% | -20% | 0
42	Cc1ccc(C(C(=O)NC2CCCC2)N(C(=O)c2csnn2)c2cccc(F)c2)o1 (configuration not stated)
    -28% | -3% | -14% | -14% | i | -28% | 4% | i | -11
43	COCCCNS(=O)(=O)c1cc(-c2onc(C)c2C)ccc1OC
    8% | / | 14% | -10% | / | 8% | / | -9% | /
44	O=C1c2ccccc2C(=O)N1CCn1ccnc1
    7% | -6% | -1% | 11% | i | -14% | -20% | i | -1
45	COc1ccccc1NC(=S)NC(NC(=O)C(C)C)C(Cl)(Cl)Cl (configuration not stated)
    ? | 0% | -14% | 4% | i | -3% | 0% | i | 2
46	N#Cc1ccccc1CN1C(=O)c2ccccc2S1(=O)=O
    -18% | -5% | 1% | -2% | i | -28% | -2% | -16% | -7
47	CN(CC(=O)N1CCN(C2CCCCC2)CC1)S(=O)(=O)c1cccc2nsnc12
    6% | 2% | -17% | 4% | i | -4% | 5% | -17%[57.5 µM] | -1

Record cards, as listed above. Order of screens: GLP1R inv ag | aSyn yeast inh | TDP43 rescue | Abeta rescue | pAkt inh | FUS suppressor | GLP1R ag | PTHR1 agonist | DRD3 antagonist
Listed for COCCCNS(=O)(=O)c1cc(-c2onc(C)c2C)ccc1OC : 8% | / | 14% | -10% | / | 8% | / | -9% | /
Listed for O=C(Nc1ccc(N2CCCCC2)c(S(=O)(=O)Nc2ccccc2Cl)c1)c1cccnc1 : ? | -4% | 22% | -23% | i | / | -1% | -29% | -4
Listed for Fc1cccc(-c2oncc2-c2nnnn2-c2ccc(Cl)cc2)c1 : 0% | 14% | 11µM* | -19% | i | 32% | -9% | 8%[57.5 µM] | -24
Listed for CN(C)S(=O)(=O)c1ccc(C(=O)Nc2cc(=O)n(C)c(=O)n2C)cc1 : 23% | -1% | 24% | 9% | i | / | 1% | i | 1
Listed for CNC(=O)N(O)C1N(/N=C/c2ccc(C)cc2)C(=S)SC1(C)C (configuration not stated) : -17% | -9% | -4% | -15% | i | -19% | 2% | -10% | -6
